Screening results deposited in PubChem BioAssay by National Center for Advancing Translational Sciences (NCATS).
BRCA1 expr up – increases BRCA1 expression | MCF7-BRCA1-FFLuc reporter, luminescence, 48 h; response scale: scaled: vehicle 0%, 10 µM genistein 100% | Potency, µM (highest dose often 46.1 µM), for inactives: top-dose activation, actives largely listed as activators | actives 1.1% (n = 380,000); further: potency means the concentration at half of the fitted maximal effect; nearly all actives have a fitted effect of over 80% in size; some results filed as inactive show a strong effect at the top dose
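MCF7 cells carrying a BRCA1-firefly luciferase reporter (2000 cells/well, phenol-red free MEM) were attached for 2 h at 37 °C, then given compounds for 48 h. Luminescence was read 15 min after luciferase reagent; activity normalized to genistein (10 microM) and DMSO.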
TRPV1 agonist – human TRPV1 agonism | AID 540275 | actives 0.19% (n = 320,000) | Q8NER1 | activation, % at 8.33 µM | TRPV1-expressing cells, Fluo-8 calcium influx, agonist mode; in the data active means activation above about 80%; inconclusive means between about 30% and that limit; further: 0% is about no effect
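TRPV1-expressing cells were cultured overnight at 35.5C and loaded with Fluo-8 calcium dye for 40 to 90 min at room temperature. After a 10 s baseline, compound was added and calcium influx was read kinetically for 3 min (ex 480/em 520 nm).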
Rab9 promoter act – activates the Rab9 promoter; Potency, µM (highest dose often 9.22 µM), inactives show at the highest dose activation, negative = inhibition, most hits filed as activators; Huh7 Rab9 promoter-luciferase reporter, luminescence, 24 h; actives 2.8% (n = 320,000); further: potency means the concentration at half of the fitted maximal effect; % of control where 0% means no effect; nearly all actives have a fitted effect of over 60% in size
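Cells were plated at 1500 per well in reduced-serum medium with 10% FBS and left 2 h. Compound in DMSO was then added for 24 h at 37 °C. Reporter signal was read by luminescence after 10 min with luciferase detection reagent.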
Tb PFK block – inhibitors of T. brucei phosphofructokinase | T. brucei PFK, ADP-Glo luminescence | Potency, µM (titrated, usually from 57.5 µM), for inactives: top-dose activity, negative = inhibition, usual class: inhibitors | AID 485367 | actives 0.17% (n = 330,000) | O15648;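 further: potency means the concentration at half of the fitted maximal effect; 0% = uninhibited 1x PFK enzyme wells and -100% = no-enzyme wells; nearly all actives have a fitted effect of over 60% in size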
Target sequence (O15648 whole entry, looked up): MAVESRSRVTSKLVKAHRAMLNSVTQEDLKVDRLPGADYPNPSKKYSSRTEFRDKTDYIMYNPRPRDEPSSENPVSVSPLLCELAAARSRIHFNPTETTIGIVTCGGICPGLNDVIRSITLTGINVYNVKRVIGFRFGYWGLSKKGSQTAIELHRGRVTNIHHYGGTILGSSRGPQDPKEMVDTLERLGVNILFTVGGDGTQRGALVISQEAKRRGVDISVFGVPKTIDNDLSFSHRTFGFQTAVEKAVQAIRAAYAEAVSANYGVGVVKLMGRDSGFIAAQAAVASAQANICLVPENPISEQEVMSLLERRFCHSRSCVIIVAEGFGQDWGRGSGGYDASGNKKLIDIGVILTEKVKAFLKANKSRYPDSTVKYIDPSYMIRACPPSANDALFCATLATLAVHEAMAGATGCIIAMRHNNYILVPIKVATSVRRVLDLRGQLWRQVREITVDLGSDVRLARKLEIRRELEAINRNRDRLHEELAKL
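Activity is normalized to no-enzyme wells (full inhibition) and 1.25 nM enzyme wells (no inhibition). Reaction: 0.5 mM F6P, 0.1 mM ATP, 45 min RT, ADP-Glo luminescence; concentration-response curves fitted and classed by quality.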
p53 reactivator – mutant p53 re-activation in reporter cells; actives 0.063% (n = 320,000); Potency, µM (doses to about 92.2 µM), for inactives: top-dose activity change, positive = activation, actives largely listed as activators; AID 504706; H1299 p53-A138V BP100-luciferase reporter, luminescence, 24 h; further: potency means the concentration at half of the fitted maximal effect; % of control where 0% means no effect; nearly all actives have a fitted effect of over 45% in size
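p53-null H1299 cells stably carrying temperature-sensitive p53-A138V and a BP100-luciferase reporter were pinned with compounds (4-point, 1:5 series) and held 24 hrs at 37 deg C. Luminescence was read 10 min after detection reagent.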
RORgamma inh – blocks mouse ROR gamma transcriptional activity; P51450; Drosophila S2 Gal4-RORgamma UAS-luciferase reporter, 20 h; Potency, µM (highest dose often 53.6 µM), for the others: at the highest dose activity change, negative = inhibition, hits mostly inhibitors; actives 5.4% (n = 310,000); AID 2551; further: potency means the concentration at half of the fitted maximal effect; on the % scale 0 is the no-effect control and ±100 the full control effect; nearly all actives have a fitted effect of over 60% in size
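Drosophila S2 cells stably expressing Gal4-DBD/mouse RORγ fusion under metallothionein promoter plus UAS-luciferase; compound 1 h, then 700 uM CuSO4 induction for 20 h at ambient temperature; inhibition read as reduced luminescence.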
FLuc counter – firefly luciferase modulation, counter-screen for miR-21 project; actives 6.9% (n = 360,000); purified FLuc, Km substrates, luminescence inhibition; Potency, µM (highest dose often 57.5 µM), for the others: top-dose activity change, negative = inhibition, actives largely listed as inhibitors; AID 588342;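 further: potency means the concentration at half of the fitted maximal effect; plate controls were vehicle for no effect and reference inhibitor for full effect; nearly all actives have a fitted effect of over 55% in size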
Target sequence (P08659 whole entry, looked up): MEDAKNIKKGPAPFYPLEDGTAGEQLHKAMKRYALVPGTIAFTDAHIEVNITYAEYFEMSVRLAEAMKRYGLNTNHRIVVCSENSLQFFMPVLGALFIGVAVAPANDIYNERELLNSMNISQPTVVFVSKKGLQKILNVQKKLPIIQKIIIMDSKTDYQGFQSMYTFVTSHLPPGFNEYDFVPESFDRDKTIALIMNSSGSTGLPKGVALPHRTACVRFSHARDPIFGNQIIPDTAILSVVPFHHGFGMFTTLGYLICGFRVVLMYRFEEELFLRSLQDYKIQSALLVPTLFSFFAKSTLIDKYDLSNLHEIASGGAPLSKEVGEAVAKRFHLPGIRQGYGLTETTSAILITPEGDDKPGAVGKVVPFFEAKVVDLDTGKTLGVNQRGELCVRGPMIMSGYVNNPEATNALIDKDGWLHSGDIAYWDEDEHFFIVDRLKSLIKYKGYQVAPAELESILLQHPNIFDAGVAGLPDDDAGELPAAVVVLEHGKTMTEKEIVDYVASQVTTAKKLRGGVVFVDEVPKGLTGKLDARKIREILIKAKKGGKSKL
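Purified P. pyralis luciferase (10nM final) with 10uM D-luciferin and 10uM ATP (Km levels) in 50mM Tris acetate pH 7.5, 10mM Mg acetate, 0.01% Tween-20, 0.05% BSA; qHTS 6-point titration, ~60 µM downward; luminescence read.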
ELG1 genotoxic – genotoxicity induction in ELG1-luciferase HEK293T cells. AID 504466. Potency, µM (titrated, usually from 46 µM), for inactives: at the highest dose activity change, positive = activation, most hits filed as activators. HEK293T ELG1-luciferase reporter, luminescence, 16 h. actives 1.3% (n = 330,000); further: potency means the concentration at half of the fitted maximal effect; % of control where 0% means no effect; nearly all actives have a fitted effect of over 60% in size
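Cells (2,000/well) expressing the ELG1-luciferase fusion are dosed by pin tool and kept 16 hr at 37 °C, 5% CO2. Signal comes from ONE-Glo luciferase reagent after 30 min at room temperature.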
NPC1 prom act – activates the NPC1 promoter; Huh7 NPC1 promoter luciferase reporter, 24 h; Potency, µM (top dose mostly 9.22 µM), for inactives: at the highest dose activation, usual class: activators; actives 2.4% (n = 320,000); AID 485313;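 further: potency means the concentration at half of the fitted maximal effect; % of control where 0% means no effect; nearly all actives have a fitted effect of over 60% in size; reporter is driven by a mutant NPC1 promoter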
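NPC1 promoter–luciferase Huh7 cells; 24 h compound; luminescence.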
Gal4-VP16 FLuc – counter-screen for ROR gamma inhibitors: Gal4-VP16 reporter | actives 3.5% (n = 310,000) | Drosophila S2 Gal4-VP16 UAS-luciferase, luminescence, 20 h | AID 2546 | Potency, µM (titrated, usually from 53.6 µM), without a hit: at the highest dose activity, negative = inhibition, usual class: inhibitors;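 further: Gal4-VP16 expression switched on by copper sulfate through the metallothionein promoter; potency means the concentration at half of the fitted maximal effect; on the % scale 0 is the no-effect control and ±100 the full control effect; nearly all actives have a fitted effect of over 50% in size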
ELG1 DNA repair – inhibitors of ELG1-dependent DNA repair in HEK293T cells; HEK293T ELG1-luciferase reporter, luminescence, 16 h; DNA damage induced by 5-fluorouridine; Potency, µM (titrated, usually from 46.1 µM), without a hit: at the top dose activity change, negative = inhibition, hits mostly inhibitors; actives 2.3% (n = 330,000); AID 504467; further: potency means the concentration at half of the fitted maximal effect; on the % scale 0 is the no-effect control and ±100 the full control effect; nearly all actives have a fitted effect of over 55% in size
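Cells (2,000 per well) received 5-fluorouridine plus test compound or DMSO and were incubated 16 hr at 37 °C, 5% CO2. Luciferase activity was read by luminescence 30 min after ONE-Glo addition; signal suppression marked inhibition of damage-induced ELG1 function.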
* = called active by the depositor; ? = inconclusive; nt = not tested or not shown; [ ] = remark or other dose. Unless noted, the call rests on the fitted dose curve; in most records, active means well fitted curve in the direction sought with a large enough effect; inconclusive means small, poorly fitted or top-dose-only effect, or another doubt; inactive means no such curve, though single readings can be large; an effect the other way counts as inactive or inconclusive. Rows were taken by chance. About 15% of those tested had a hit in this group.

SMILES | BRCA1 expr up | TRPV1 agonist | Rab9 promoter act | Tb PFK block | p53 reactivator | RORgamma inh | FLuc counter | ELG1 genotoxic | NPC1 prom act | Gal4-VP16 FLuc | ELG1 DNA repair
COC(=O)c1c(NC(=S)NN2CCOCC2)sc2c1CCCC2 | 3.0% | 11.5 | -2.6% | -0.8% | -2.0% | 1.26µM* | 15.1µM* | -3.6% | -1.6% | 3.98µM* | -17.4%
CC(=O)Nc1ccc(NC(=O)COc2ccc(Cl)cc2Cl)cc1 | 29.2% | 4.6 | 0.3% | -4.0% | 5.0% | 4.0% | 7.2% | 1.1% | 26.2% | -4.0% | ?
O=C(CN1CCCCCC1)Nc1ccccc1OC(F)F | -5.2% | 17.9 | 0.5% | 4.2% | 7.5% | -19.7% | -1.1% | 6.4% | 1.8% | -2.6% | 10.0%
COc1cccc(CNC(=O)CCCNS(=O)(=O)c2cccs2)c1 | 2.1% | -1.9 | 2.5% | 0.4% | -5.6% | -0.4% | -0.5% | 2.1% | -1.4% | 4.6% | -4.9%
COc1ccc2nc(NNC(=O)c3cc(=O)c4ccccc4o3)sc2c1 | -38.9% | 1.0 | 19.9% | 4.6% | 26.7% | 8.91µM* | 2.69µM* | 5.9% | 16.5% | ? | 16.1%
CCCOc1ccc(-c2nc(-c3ccc(N)cc3)cs2)cc1 | nt | -14.7 | ? | -4.8% | 8.3% | -3.9% | 7.57µM* | 4.6% | 23.5% | 5.2% | 5.5%
CCOc1nc(NCCc2ccc(OC)c(OC)c2)nc(NC(C)(C)CO)n1 | -0.2% | nt | 5.9% | 1.7% | -1.4% | -0.9% | -1.2% | -5.2% | -4.0% | 0.5% | ?
CCC(C)NC(=O)Nc1ccc(Br)cc1 (centres undefined) | 78.3% | ? | ? | -11.2% | -0.7% | 6.2% | ? | 3.6% | 20.3% | 11.5% | 5.4%
Cc1ccc(C(=O)N(CC(=O)NC2CCCCC2)c2ccccc2F)s1 | 1.0% | 26.0 | -6.9% | -5.5% | 1.9% | 2.6% | 6.1% | -2.7% | -7.6% | 1.5% | -8.2%
Cc1ccc(NCCNc2ccc(C)cc2)cc1 | 11.9% | 0.1 | 0.6% | 1.5% | 7.5% | 1.5% | -0.4% | -1.4% | 1.1% | 1.4% | 18.6%
Cc1cc(C(=O)O)ccc1-c1ccc(/C=N/n2cnnc2)o1 | 5.4% | -0.1 | -1.7% | 0.1% | -2.8% | 2.2% | -6.8% | -1.2% | -0.6% | -5.3% | 2.1%
CCN(CC)C(=O)c1sc2nc(-c3ccccc3)ccc2c1N | 2.24µM* | 17.8 | 1.78µM* | 0.2% | 2.9% | -32.3% | 5.36µM* | ? | 1.58µM* | ? | ?
CC(C)c1ccc(NC(=O)C(=O)C2C(=O)Nc3ccccc32)cc1 (centres undefined) | 29.7% | 2.6 | 21.2% | -1.6% | 0.6% | -17.4% | ? | 5.0% | 7.4% | 0.5% | ?
COC(=O)C1=C(C)NC(C)=C(C(=O)OC)C1c1ccc(N(C)C)cc1 | -25.8% | 1.7 | 1.1% | -12.8% | -7.7% | -16.3% | -1.4% | ? | -2.2% | 13.5% | 23.1%
CCc1nc(Nc2cc(OC)ccc2OC)c2oc3ccccc3c2n1 | -28.1% | ? | -3.6% | -1.4% | -1.1% | -26.8% | 0.5% | -0.5% | -6.4% | -2.3% | -17.6%
CCCCCC(=O)C(=O)c1ccc(O)cc1O | -4.8% | -4.3 | -6.5% | 2.9% | 1.7% | -11.0% | 1.7% | 0.4% | -3.4% | 1.8% | -4.7%
CCCCSc1nc(C)cc(SCC(=O)N/N=C/c2cccc(OC)c2O)n1 | -77.6% | -1.0 | -30.0%[inhibitor] | 6.3% | 9.8% | 0.282µM* | 5.0% | 12.9% | -30.3%[inhibitor] | 1µM* | -0.8%
C=CCn1c(SCC(=O)Nc2ccc(O)cc2)nc2sc(CC)cc2c1=O | -22.7% | ? | -5.5% | 4.8% | -5.1% | 8.0% | -13.6% | -18.4% | 2.0% | 7.4% | ?
CCOC(=O)N1CCC(NC(=O)Cn2nc(Cc3ccncc3)c3ccccc3c2=O)CC1 | -6.9% | nt | -2.3% | -3.1% | 1.2% | -1.1% | 0.0% | 0.0% | -1.1% | 4.5% | -2.3%
O=C(CCCOc1ccccc1)Nc1ccc(Cl)c(S(=O)(=O)N2CCOCC2)c1 | -48.2% | nt | nt | -3.1% | 2.4% | nt | nt | -4.4% | nt | nt | 13µM*
N/C(=N\OC(=O)c1ccc2c(c1)OCO2)c1ccc(Br)cc1 | ? | ? | 3.98µM* | 3.4% | 6.5% | -19.5% | 1.69µM* | ? | ? | ? | ?
Cc1csc(NC(=O)CN2C(=O)c3ccccc3C2=O)c1C(N)=O | 34.3% | 0.4 | 13.3% | 1.1% | 6.3% | 4.3% | 1.6% | -0.1% | 4.0% | -3.0% | 20.6%
Cc1cccc(N2CCN(c3ccc4cc(S(=O)(=O)N5CCCCC5)ccc4n3)CC2)c1C | -18.9% | 1.2 | -15.9% | 0.2% | -3.2% | 2.2% | 1.3% | -7.3% | -20.8% | 3.1% | ?
N#CCCn1c2ccccc2c2nc3ccccc3nc21 | 33.7% | 11.4 | 6.3% | -0.5% | 9.3% | 14.3% | -18.4% | 7.4% | 9.7% | -2.7% | -19.6%
COc1ccc(S(=O)(=O)N(CC(=O)N2CCN(c3ccccc3OC)CC2)c2ccccc2)cc1 | -69.4% | -2.5 | 1.6% | 3.1% | 7.5% | 19.1% | -4.8% | -21.0% | 6.5% | -6.0% | 20.6µM*
Further compounds
SMILES | BRCA1 expr up | TRPV1 agonist | Rab9 promoter act | Tb PFK block | p53 reactivator | RORgamma inh | FLuc counter | ELG1 genotoxic | NPC1 prom act | Gal4-VP16 FLuc | ELG1 DNA repair
CCCn1c(CCC(=O)O)ccc1-c1ccc(OC)cc1 | 6.7% | 2.1 | nt | nt | nt | 30.8% | 7.1% | nt | nt | -16.6% | nt
Cn1c(C(=O)N2CCOCC2)cnc1Sc1ncc(C(F)(F)F)cc1Cl | -10.1% | -3.5 | -9.4% | 5.4% | 3.9% | -1.0% | -0.2% | -0.5% | -0.4% | -3.6% | 0.0%
CCOC(=O)[C@H]1[C@H]2COc3ccc(Cl)cc3[C@@H]2N2C(=O)CN(CC3CCCO3)C(=O)[C@@]12C (some centres undefined) | 2.4% | 2.8 | -5.0% | 0.1% | -0.6% | nt | -0.2% | -1.7% | 0.3% | nt | 18.0%
CCOC(=O)c1sc2nc(CSc3nc4ccccc4n3CC)[nH]c(=O)c2c1C | 11.9% | 0.7 | 4.9% | 0.0% | -0.7% | 4.4% | 0.1% | 0.5% | 4.3% | -4.2% | 5.3%
CCCCCOC(=O)C1=C(C)NC(=O)NC1c1ccc(OC)cc1 (centres undefined) | -23.3% | -0.3 | 5.7% | 0.9% | nt | 19.8% | 0.3% | -2.5% | 3.1% | 3.1% | -18.0%
Cc1nc(C)c(C(=O)C2=C(O)C(=O)N(CCCN(C)C)C2c2ccco2)s1 (centres undefined) | nt | -2.5 | -1.7% | -1.2% | 1.8% | 3.0% | -1.8% | 0.3% | -3.1% | -2.1% | 1.1%
O=[N+]([O-])c1cccc(-n2nnnc2CNCc2ccccc2)c1 | 3.0% | 0.6 | -1.0% | 4.3% | -9.7% | 28.8% | -2.2% | -0.2% | 0.2% | -0.4% | 7.9%
CC(C)CN(C(=O)c1cccc(Cl)c1)c1c(N)n(CC(C)C)c(=O)[nH]c1=O | -3.3% | 0.1 | -0.3% | 4.1% | 0.3% | 8.5% | -0.3% | -0.3% | 0.9% | 13.7% | -2.7%
Cc1ccc(C)c(OCCCN2CCc3ccccc3C2)c1 | -21.7% | 5.4 | -0.4% | -3.4% | 6.8% | -41.2% | -0.8% | -2.8% | -0.5% | -19.1% | -11.7%
O=C(NC(c1ccccc1)c1c(O)ccc2ccccc12)c1ccccc1Cl (centres undefined) | -31.8% | 4.3 | 2.2% | 0.8% | 0.8% | 0.5% | -1.2% | -4.5% | 6.1% | -5.6% | -3.2%
CCOC(=O)CSC1=Nc2ccccc2C2=NC(CC(=O)NCc3ccc4c(c3)OCO4)C(=O)N12 (centres undefined) | 4.6% | -0.9 | -3.3% | 0.7% | 5.7% | -0.3% | -1.7% | 2.1% | 0.0% | 0.6% | 7.3%
c1ccc(-c2nnc3sc(-c4ccncc4)nn23)cc1 | 4.1% | -3.9 | -5.7% | 2.0% | -9.1% | -14.1% | -3.0% | -6.8% | -0.8% | 5.7% | 2.5%
